Screens deposited in PubChem by The Scripps Research Institute Molecular Screening Center.
S1P3 antag = antagonists of human S1P3 receptor; inhibition, % at 4.98 µM; Q99500; CHO S1P3 NFAT-BLA reporter, FRET fluorescence, antagonist mode; hit rate 0.27% among 170,000; AID 485;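 active = inhibition above the plate cutoff, the mean inhibition of test wells on that plate plus 3 SD, cut at about 28% in these data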;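 note: cells challenged with S1P at its EC80 of 0.8 µM; blue over green emission ratio from cleaved BLA substrate after 4 h stimulation; 0% = S1P-stimulated wells and 100% = unstimulated DMSO-only wells; some compounds past the cut are filed as inactive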
Target sequence (Q99500 whole entry, looked up): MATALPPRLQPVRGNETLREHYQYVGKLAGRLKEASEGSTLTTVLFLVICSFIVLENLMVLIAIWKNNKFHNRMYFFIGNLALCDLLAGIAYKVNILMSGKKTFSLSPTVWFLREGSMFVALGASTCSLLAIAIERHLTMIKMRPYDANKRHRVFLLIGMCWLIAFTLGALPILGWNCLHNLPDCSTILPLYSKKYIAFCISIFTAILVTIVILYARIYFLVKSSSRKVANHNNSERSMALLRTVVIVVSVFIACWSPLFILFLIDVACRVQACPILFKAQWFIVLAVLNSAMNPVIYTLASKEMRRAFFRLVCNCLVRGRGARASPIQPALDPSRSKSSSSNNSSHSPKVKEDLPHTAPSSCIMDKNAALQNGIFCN
Starred values were filed as active, the others as inactive. This is a subset (hit frequency here may not be typical).

SMILES | S1P3 antag
Cc1ccc(C(=O)C(=O)c2ccc(C)c(N)c2)cc1N | -16
C/C=C/C(=O)N1c2ccc(C)cc2C(C)=CC1(C)C | -7
Cc1ccc(-n2c(-c3ccc(Cl)cc3)c[n+]3c2CCC3)cc1 | -7
O=C(/C=C/c1ccco1)Oc1cccc2cccnc12 | 1
CC(NC(=S)N1CCN(c2ccccc2)CC1)c1ccccc1 (stereo not drawn) | 8
COc1ccccc1N1C(=O)[C@@H]2[C@H](C1=O)[C@H](C(=O)c1ccc(OC(C)=O)cc1)N1N=CC=C[C@@H]21 | -7
COc1cc(C(F)(F)F)nc2c(Br)c(C(C)(C)C)nn12 | -17
Cc1ccc(S(=O)(=O)NC(=O)N2CCCN(Cc3ccc(F)cc3)CC2)cc1 | 4
COC(=O)[C@H](C)NC(=O)NCCC1=CCCCC1 | -10
CCOc1ccc(C(=O)Nc2nc(C)c(C(=O)OC)s2)cc1 | -8
O=C(N/N=C/C(Cl)=C/c1ccc([N+](=O)[O-])cc1)C(=O)Nc1cccc(C(=O)O)c1 | -1
O=[N+]([O-])c1ccc(-c2nc(NCC3CCCO3)c3ccccc3n2)cc1 (stereo not drawn) | -7
O=C1N/C(=C\c2nc3ccccc3s2)c2ccccc21 | 4
O=C(Cc1ccc([N+](=O)[O-])cc1)Nc1nccs1 | 12
O=C(Nc1ccc(Oc2cccc(C(F)(F)F)c2)nc1)c1ccco1 | 3

(continued)
SMILES | S1P3 antag
Brc1ccc(-c2cn3ccccc3n2)cc1 | 7
CN1CCN(S(=O)(=O)c2ccc(NCc3ccc4c(c3)OCO4)nc2)CC1 | 1
O=C(COC(=O)CCN=C1NS(=O)(=O)c2ccccc21)NC1CCCCCCC1 | 8
COc1ccccc1C1CCN(Cc2c(C)[nH]c3ccccc23)CC1 | -5
C=C1c2cc(C)c(C)cc2NC(=O)N1c1ccccc1 | 8
O=C(c1cc2c(=O)oc3ccccc3c2s1)N1CCN(c2ncccn2)CC1 | -1
CC(/C=N/NC(=O)c1cc(-c2cccn2C)n[nH]1)=C\c1ccccc1 | 5
Cc1sc2nc(COC(=O)c3ccc(Cl)c(N)c3)[nH]c(=O)c2c1C | 4
CC1CCN(c2c(NCc3ccc(C(=O)NCc4ccccc4)cc3)c(=O)c2=O)CC1 | 13
CN(c1ccccc1)S(=O)(=O)c1cccc(NC(=O)CN2CCCc3ccccc32)c1 | 4
c1ccc(-c2ccc(C3=Nn4c(nnc4-c4cccs4)SC3)cc2)cc1 | 8
CCOc1ccccc1NC(=O)C(OC(=O)C1CC1)c1ccccc1 (stereo not drawn) | -1
COc1ccc(-n2c(-c3ccccc3)c[n+]3c2CCC3)cc1 | 5
Cc1cnc(-c2nnc(N(C)C(=O)c3cnccn3)s2)cn1 | 8
Cc1ccc(Cl)cc1NC(=S)N(C)N | -4

The list goes on:
SMILES | S1P3 antag
Cn1nc(-c2ccc(Cl)cc2)cc1NC(=O)CC(C)(C)CC(=O)O | -11
COc1ccc(NC(=O)Cn2c(=O)c(C)nc3ccccc32)cc1Cl | -2
Cc1ccccc1NCC(=O)N=Nc1c(O)[nH]c2ccc([N+](=O)[O-])cc12 | 2
CC(C)n1cnc2cc(NCc3ccccc3O)ccc21 | 9
Cc1ccc(O)c(NC(=O)CN(C)S(=O)(=O)c2ccc(Cl)cc2)c1 | 1
N/C(CC1CC1(Cl)Cl)=N\OC(=O)c1ccccc1 (stereo not drawn) | -13
COc1ccccc1C(O)P(=O)(OC1CCCCC1)OC1CCCCC1 (stereo not drawn) | -4
Cc1ccc(NC(=S)N(CCN(C)C)C(C)c2ccco2)c(C)c1 (stereo not drawn) | -8
COc1ccc2c3c([nH]c2c1)C(C)N(C(C)=O)CC3 (stereo not drawn) | -16
COC(=O)c1sc(SC)c(S(=O)(=O)C(C)C)c1N/N=C(\C#N)S(=O)(=O)c1ccccn1 | 5
COc1ccccc1N(C)S(=O)(=O)c1ccc(C(=O)NC2CCCCCC2)cc1 | -10
Cc1nn(-c2ccccc2)c(C)c1/C=N/n1c(-c2ccccc2Br)n[nH]c1=S | 3
CNC(=S)N1CCC(NC(=O)c2ccco2)CC1 | 5
COc1ccc2c(C)cc3n[nH]c(=S)n3c2c1 | -7
Nc1c(C(=O)O)sc2nc(-c3ccccc3)cc(-c3ccc(Cl)cc3)c12 | 2

Continuation.
SMILES | S1P3 antag
CCC(c1nnc(SCC(=O)Nc2cccc(S(N)(=O)=O)c2)n1Cc1ccccc1)N(C)C (stereo not drawn) | 5
CCc1nc(SCC(=O)N2CCc3ccccc32)c2oc3ccccc3c2n1 | 0
CCN(CC)c1ccc(/C=C2\SC(=O)N(C(C)C)C2=O)o1 | 6
O=c1cc(O)c2c(=O)n3c4c(cccc4c2o1)CCC3 | 9
COc1ccc(C2c3ccc4ccccc4c3Oc3ncn(CCCO)c(=N)c32)cc1OC (stereo not drawn) | -14
CCN(CC(=O)Nc1cccc(S(N)(=O)=O)c1)Cc1nc2ccccc2c(=O)[nH]1 | 20
COc1ccc(/C=C/C(=O)OCC(=O)Nc2ccc(N3CCOCC3)cc2)cc1OC | -10
Cc1onc(-c2ccccc2)c1CNC(=O)Nc1ccc(F)cc1F | -5
c1cc2c3c(cccc3c1)NC1(CCC3(CC1)Nc1cccc4cccc(c14)N3)N2 | 6
O=C1c2cccc3cccc(c23)C(=O)N1Cc1cccnc1 | -4
CCCCN(C(=O)c1ccc(Cl)c(S(=O)(=O)N2CCOCC2)c1)c1c(N)n(CCC)c(=O)[nH]c1=O | 6
Cc1nc(CCNS(=O)(=O)c2cccnc2)cs1 | -7
CCOC(=O)c1cc(C)[nH]c1C | -6
COc1ccc(Br)cc1/C=N/NC(=O)CN1CCN(Cc2ccccc2)CC1 | -13
COc1cccc(CN2CCN(C3CCOCC3)CC2CCO)c1 (stereo not drawn) | -6

Part of the list above in order of length of the SMILES, low to high.
SMILES | S1P3 antag
Cc1nc(CCNS(=O)(=O)c2cccnc2)cs1 | -7
COc1cccc(CN2CCN(C3CCOCC3)CC2CCO)c1 (stereo not drawn) | -6
CCN(CC)c1ccc(/C=C2\SC(=O)N(C(C)C)C2=O)o1 | 6
COc1ccc(C2c3ccc4ccccc4c3Oc3ncn(CCCO)c(=N)c32)cc1OC (stereo not drawn) | -14
c1cc2c3c(cccc3c1)NC1(CCC3(CC1)Nc1cccc4cccc(c14)N3)N2 | 6
CCC(c1nnc(SCC(=O)Nc2cccc(S(N)(=O)=O)c2)n1Cc1ccccc1)N(C)C (stereo not drawn) | 5

Continued:
SMILES | S1P3 antag
COC(=O)c1c(SCc2cccc3ccccc23)nc(=O)[nH]c1C | -5
CC(C)S(=O)(=O)c1csc(C(=O)NN)c1-n1cccc1 | -7
CC[N+](C)(C)CC/C=C1/c2ccccc2Sc2ccc(Cl)cc21 | 4
Cc1cc(C)cc(NC(=O)N2CCN(Cc3ccc4c(c3)OCO4)CC2)c1 | 2
O=C(CSC1CN(C(c2ccccc2)c2ccccc2)C1)N/N=C/c1ccccc1 | -8
COc1cc(Br)c(Br)cc1N | -2
O=C(CSc1n[nH]c(=O)n1C1CC1)NCc1ccccc1 | 0
Cc1ccc2nc(C)c3c(c2c1)N(c1ccccc1)CC3 | 3
O=C(NCCSc1ccccc1)c1ccc(CN2CCOCC2)cc1 | 3
O=C(COc1ccccc1)N(Cc1cccs1)C1CCS(=O)(=O)C1 (stereo not drawn) | -12
O=C(COc1cccnc1[N+](=O)[O-])c1c[nH]c2ccccc12 | -7
CCCn1c(=O)c2[nH]cnc2n(-c2ccccc2C)c1=O | 5
N=C1C(c2ccccc2)=C(O)CN1c1cccc(S(=O)(=O)N2CCOCC2)c1 | -5
Nc1ccccc1SC1CC(=O)N(c2ccc(Cl)c(Cl)c2)C1=O (stereo not drawn) | -4
CSc1ccc(/C=C(\NC(=O)c2ccc(C)cc2)C(=O)NN)cc1 | 1

Remaining list, next part.
molecule	S1P3 antag
COC(=O)C1=C(C)NC2=C(C(=O)CCC2)C1c1ccccn1 (stereo not drawn)	-10
Nc1ccc(OCCCc2c(N)nc(N)nc2N)cc1	14
CCOc1ccc(NC(=S)N(CCOC)C(C)c2ccco2)cc1 (stereo not drawn)	-7
COc1cccc(C(=O)Nc2nnc(-c3ccc(Cl)cc3)o2)c1	15
O=C1/C(=C/c2ccccn2)SC(=S)N1N1CCOCC1	4
CC(C)NC(=O)NC(=O)COC(=O)/C=C/c1ccc2c(c1)OCO2	-7
Cc1cc(-n2c(C)cc(C(=O)CSc3nc(N)cc(=O)[nH]3)c2C)no1	-15
COc1cccc(/C=N/Nc2nc3ccccc3[nH]2)c1O	19
O=C(O)c1cc(NN=C2CCN(Cc3ccccc3)CC2)ccc1Cl	7
Cc1cc(-c2onc(C)c2C(=O)O)no1	2
Cc1ccc(NNC(=O)c2cc(C)on2)c(C)c1	-3
Cn1nc(-c2ccc(S(N)(=O)=O)s2)cc1C(F)(F)F	7
CSc1ccc(CNc2nc3ccccc3n3cnnc23)cc1	6
CCCC(=O)Nc1ccc(-c2csc(NNC(C)=O)n2)cc1	4
O=[N+]([O-])c1ccc(O)c(C2=NNC(c3ccccc3F)C2)c1 (stereo not drawn)	-19

(list continues)
molecule	S1P3 antag
O/N=C1\CCCc2ccc3ccccc3c21	-15
Cc1ccc(NC(=O)CS(=O)(=O)c2cn(C)c3ccccc23)c(C)c1	-18
O=C(CN1CCCCC1)NNc1nc(-c2ccccc2)c2cc(Br)ccc2n1	0
COc1ccc(NC(C)(C)c2nnnn2-c2c(C)cccc2C)cc1	2
COc1ccccc1Nc1nc(-c2cccc([N+](=O)[O-])c2)cs1	15
CCn1c(CN2c3ccccc3Sc3ccccc32)n[nH]c1=S	-20
COc1ccc(CC(=O)N/N=C(\C)CC(=O)NCc2ccco2)cc1OC	-4
O=C(CNC1CC1)Nc1cc(C(F)(F)F)ccc1Cl	-6
CC1CCN(C2=C(NS(=O)(=O)c3ccccc3)C(=O)c3ccccc3C2=O)CC1	-5
NC(=S)COc1ccccc1	-5
CCOC(=O)Cn1c(=O)c(-c2ccccc2N)nc2ccccc21	-15
COc1ccc(N(CCC(=O)O)S(=O)(=O)c2ccc(C)c(C)c2)cc1	0
CSc1ccc(NC(=O)Nc2ccccc2C(N)=O)cc1	9
Cn1nc(C(F)(F)F)c(-c2cccc(C(F)(F)F)c2)c1NC(=O)Nc1ccc(F)cc1	-10
CCC1(C)N=C(N)Nc2nc3cc(C)c(C)cc3n21 (stereo not drawn)	0

A second format for part of the listing above:
Cc1ccc(NC(=O)CS(=O)(=O)c2cn(C)c3ccccc23)c(C)c1
  S1P3 antag: -18
O=C(CN1CCCCC1)NNc1nc(-c2ccccc2)c2cc(Br)ccc2n1
  S1P3 antag: 0
COc1ccc(NC(C)(C)c2nnnn2-c2c(C)cccc2C)cc1
  S1P3 antag: 2
COc1ccccc1Nc1nc(-c2cccc([N+](=O)[O-])c2)cs1
  S1P3 antag: 15

New compounds follow
molecule	S1P3 antag
Cc1ccc(C(=O)Nc2ccc(Oc3cccc(C(F)(F)F)c3)nc2)cc1	0
CN(C)c1ccc(/C=N/NC(=O)c2ccc(NC(=O)c3ccccc3)cc2)cc1	10
CC(C)CCCC(C)CCOC(=O)CN1CCCC1 (stereo not drawn)	4
O=C(O)CCc1ccc(-c2ccc(Br)cc2)n1NC(=O)c1ccc([N+](=O)[O-])cc1	4
Cc1onc(-c2ccccc2)c1C(=O)N=C(N)c1ccc(C(F)(F)F)cc1	7
Cc1cccc(-n2nnnc2SCC(=O)NCC2CCCO2)c1 (stereo not drawn)	-3
Cc1nnc(Sc2nc3c(c(=O)[nH]c(=O)n3C)n2Cc2ccccc2)s1	-21
Cc1nc(CC(=O)N/N=C/c2ccc(OCC(=O)O)cc2)cs1	2
FC(F)C(F)(F)c1cc(-c2ccc(Cl)cc2)n[nH]1	3
CN(C)c1ccc(P(=O)(OCc2ccccc2)C(O)c2ccc(Br)cc2)cc1 (stereo not drawn)	-3
COc1cc(C(=O)O)cc(NC(=O)c2ccco2)c1OC	-5
COc1ccc(C2C(C(=O)c3cccs3)=C(O)C(=O)N2c2cccc(C)n2)cc1OC (stereo not drawn)	1
O=C(/C=C/c1cn(CC(O)CN2CCOCC2)c2ccccc12)c1cccs1 (stereo not drawn)	6
O=C(N/N=C/c1cc(Br)c(Br)o1)c1ccc2c(c1)OCCO2	15
COc1cccc(/C=C/C(=O)N2CCN(S(=O)(=O)c3ccccc3)CC2)c1OC	8

Next part
molecule	S1P3 antag
Cc1cc(N/N=C/c2cccc(Cl)c2)nc(-n2nc(C)cc2C)n1	1
O=C1c2ccc3c4c(ccc(c24)C(=O)N1c1cccc(O)c1)C(=O)N(c1cccc(O)c1)C3=O	2
CC(=O)Nc1sc(N/N=C/c2ccccc2)nc1-c1ccc(C)cc1	10
O=C1COc2ccc(C(=O)COC(=O)COc3ccccc3[N+](=O)[O-])cc2N1	-16
Cc1ccc(N/C=C/c2onc(C)c2[N+](=O)[O-])cc1	-9
CC(=O)Oc1ccc(C(=O)[C@H]2[C@H]3C(=O)N(c4ccc(C)cc4C)C(=O)[C@H]3[C@@H]3C=CC=NN32)cc1	-9
COc1cc(/C=C/C(=O)NCCc2ccc(S(N)(=O)=O)cc2)ccc1OCC#N	-10
COc1cc(/C=N/NC(=O)Cn2cnc3ccccc3c2=O)ccc1O	-16
CC(C)CNS(=O)(=O)c1cc(C(=O)OCC(=O)N(C)C2CCS(=O)(=O)C2)c(Cl)cc1Cl (stereo not drawn)	-3
CCOC(=O)C1=C(C)NC(C)=C(C(=O)OC)C1c1ccco1 (stereo not drawn)	5
CC1CCN(Cc2nc(-c3ccc(Cl)cc3)no2)CC1	-12
CCOC(=O)c1cc(Sc2ccccc2N)cc(C(=O)OCC)n1	-1
Cc1nccn1CC(=O)N/N=C/c1ccccc1O	-14
CC1(C)CC(=O)C(CC2=C(N)CC(C)(C)CC2=O)=C(N)C1	-13
CCOC(=O)c1c(C)nn(-c2ncccc2NC(=O)CCC(=O)O)c1C	-10
